High-throughput results from PubChem BioAssay.
S1P2 antag = blocks the human S1P2 receptor | hit rate 0.21% among 97,000 | AID 736 | inhibition, % at 5 µM | cell-based S1P2 antagonist assay, inhibition at 5 uM | O95136; in the data active = inhibition above about 45%;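 note: CRE beta-lactamase reporter cells expressing human S1P2 stimulated with S1P; 0% = agonist at EC80 alone and 100% = agonist plus reference antagonist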
PostGolgi yeast = growth inhibition of a yeast mutant, post-Golgi transport screen; post-Golgi transport phenotypic cell assay; hit rate 0.9% among 98,000; inhibition, % at 10 µM;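 note: yeast cells grown in 1536-well plates; yeast grown about 18 h at 30C before absorbance read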
FAK inh = FAK (human) kinase inhibition. Q05397. biochemical FAK kinase activity assay. inhibition, %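 (tested at 7 µM)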. hit rate 0.84% among 97,000. AID 727; in the data active = inhibition above about 19%;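 note: 0% = DMSO and 100% = reference compound high control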
Target sequence (Q05397 whole entry, looked up): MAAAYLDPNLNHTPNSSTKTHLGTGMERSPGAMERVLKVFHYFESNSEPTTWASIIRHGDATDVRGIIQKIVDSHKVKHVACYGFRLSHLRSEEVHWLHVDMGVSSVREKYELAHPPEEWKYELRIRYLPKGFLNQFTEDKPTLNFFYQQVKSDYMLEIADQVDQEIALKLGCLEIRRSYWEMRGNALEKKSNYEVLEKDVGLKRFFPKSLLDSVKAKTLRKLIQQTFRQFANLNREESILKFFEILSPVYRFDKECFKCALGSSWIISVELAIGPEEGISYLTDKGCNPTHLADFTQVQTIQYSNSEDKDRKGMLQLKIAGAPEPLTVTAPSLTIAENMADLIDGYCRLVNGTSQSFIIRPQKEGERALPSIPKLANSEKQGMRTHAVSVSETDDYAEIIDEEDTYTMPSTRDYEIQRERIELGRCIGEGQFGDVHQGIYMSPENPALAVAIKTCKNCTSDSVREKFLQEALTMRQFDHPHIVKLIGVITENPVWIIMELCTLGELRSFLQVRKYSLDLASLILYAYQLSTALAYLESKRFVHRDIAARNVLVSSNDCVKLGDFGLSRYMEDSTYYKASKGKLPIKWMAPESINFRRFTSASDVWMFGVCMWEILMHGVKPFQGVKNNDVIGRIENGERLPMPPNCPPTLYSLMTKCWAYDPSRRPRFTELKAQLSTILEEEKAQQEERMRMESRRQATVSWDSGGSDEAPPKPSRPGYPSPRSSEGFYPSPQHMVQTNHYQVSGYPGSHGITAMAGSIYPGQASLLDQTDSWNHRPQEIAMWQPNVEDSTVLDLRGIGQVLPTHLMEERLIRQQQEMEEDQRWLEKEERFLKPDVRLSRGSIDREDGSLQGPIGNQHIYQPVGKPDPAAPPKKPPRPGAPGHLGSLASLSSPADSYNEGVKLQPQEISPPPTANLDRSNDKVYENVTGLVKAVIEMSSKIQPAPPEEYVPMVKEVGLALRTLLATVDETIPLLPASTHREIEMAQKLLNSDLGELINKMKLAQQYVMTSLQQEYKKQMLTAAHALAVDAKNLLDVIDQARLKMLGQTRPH
LYP inh 2 = inhibitors of human LYP (PTPN22) phosphatase | recombinant LYP catalytic domain, DiFMUP fluorescence | inhibition, % at 2 µM | hit rate 0.21% among 96,000 | AID 640;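 active = inhibition at 2 µM at or above a set limit, the screen mean plus 3 SD, cut at about 24% in these data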;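 note: 0% = DMSO with enzyme and 100% = enzyme fully blocked by orthovanadate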
HIV Rev-RRE inh = disrupts HIV-1 Rev binding to RRE RNA; P05866; Rev peptide-RRE RNA binding, FRET; inhibition, % at 8 µM; hit rate 0.79% among 97,000; AID 704;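 active = inhibition above the screen-wide mean plus 3 SD, cut at about 35% in these data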;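 note: 0% = median DMSO wells and 100% = median Neomycin B control wells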
Target sequence (P05866 whole entry, looked up): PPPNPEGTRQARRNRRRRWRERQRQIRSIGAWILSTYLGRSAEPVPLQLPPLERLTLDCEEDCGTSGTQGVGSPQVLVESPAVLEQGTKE
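Material: labelled RRE RNA duplex and labelled Rev peptide / Buffer or medium: HEPES pH 7.5 salt buffer with EDTA / Compound dosing: single point, 8 µM final nominal compound concentration / Benchmarks: DMSO low control, neomycin B high control / Timing: 5 min preincubation and 15 min binding, 25 °C / Technique: FRET fluorescence readout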
PostGolgi ctrl = growth of the yeast control strain, post-Golgi counter-screen | inhibition, % at 10 µM | hit rate 5% among 98,000 | efflux-deficient yeast background strain, growth absorbance A615, 16 h
LYP act = activators of human LYP (PTPN22) phosphatase. hit rate 0.11% among 96,000. Q9Y2R2. recombinant LYP, DiFMUP fluorescence; 0 = plate median, 100 = signal doubled. activation, % at 2 µM. AID 697;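 active = activation at 2 µM above a set limit, the mean plus 5 SD, cut at about 37% in these data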
S1P2 ag = activates the human S1P2 receptor; hit rate 0.46% among 97,000; O95136; activation, % at 4.5 µM; S1P2-expressing cell line, agonist reporter read-out; in the data active = activation above about 16%;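 note: 0% = vehicle low control and 100% = maximal reference agonist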
EphB4 antag = blocks human EphB4 binding to ephrin-B2. hit rate 0.15% among 97,000. EphB4 LBD / TNYL-RAW-Alexa532 peptide, fluorescence polarization. inhibition, % at 7 µM. AID 720;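 active = inhibition above the screen-wide mean inhibition plus 3 SD, cut at about 15% in these data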;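 note: 0% = DMSO wells and 100% = excess unlabeled TNYL-RAW peptide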
* = called active by the depositor; . = not tested or not shown. Cut-off read from the data, not from the text of the source, unless noted: active = inhibition above about 30%; inactive = the rest.

SMILES | S1P2 antag | PostGolgi yeast | FAK inh | LYP inh 2 | HIV Rev-RRE inh | PostGolgi ctrl | LYP act | S1P2 ag | EphB4 antag
O=C(Oc1ccc(-c2nnco2)cc1)N(c1ccccc1)c1ccccc1 | -4 | -5 | 0 | 0 | 11 | 26 | 2 | -3 | 2
O=C(CSc1nc2ccc(Cl)cc2[nH]1)c1ccc2c(c1)OCO2 | -6 | -4 | -5 | 11 | -4 | 12 | -8 | -8 | 2
CCc1nnc(NC(=O)C2Cc3ccccc3C(=O)O2)s1 (stereo not drawn) | 3 | 12 | -2 | -5 | 0 | 9 | 2 | -5 | -5
CCC12CN3CC(CC)(CN(C1)C3c1c(O)ccc3ccccc13)C2=O (stereo not drawn) | 9 | -2 | -1 | 0 | 6 | 7 | -5 | -3 | 2
CC(C)n1c(C(=O)OCC(=O)NCc2ccc3c(c2)OCO3)cc2sccc21 | 6 | 0 | 5 | 10 | 17 | 37* | -12 | -7 | -2
O=S(=O)(NC1CC1)c1ccc(S(=O)(=O)N2CCc3ccccc32)cc1 | 6 | -7 | 3 | 3 | 8 | 8 | -5 | 0 | 6
CCc1ccc2nc(NC(=O)c3cc(C)on3)sc2c1 | -2 | 9 | -4 | 1 | 5 | -5 | 0 | -5 | -2
CCC(C)(C(=O)NC1CCCCC1)N(C)C(=O)c1ccc2c(c1)OCO2 (stereo not drawn) | -17 | 14 | -2 | 14 | 6 | 4 | -14 | 0 | 4
Cc1ccnc(NC(=O)CS(=O)(=O)Cc2ccccc2)c1 | 5 | -13 | 1 | -2 | 7 | 11 | 5 | -9 | 6
COc1ccc(CCNC(=O)c2ccc(CN3CCOCC3)cc2)cc1 | -3 | 13 | -2 | -18 | 11 | -1 | 18 | 1 | 1
N/C(=N\OC(=O)CCC1CCCCC1)c1cccc([N+](=O)[O-])c1 | -9 | 0 | -1 | -5 | 18 | 20 | 4 | -6 | -4
COCCNC(=O)CS(=O)Cc1nc(-c2ccc(Cl)cc2)oc1C (stereo not drawn) | 3 | -2 | -7 | -3 | 4 | 5 | 2 | -8 | -2
Cn1c(N)c(N2CCCCC2)c(=O)n(CC(=O)Nc2ccc(Cl)c(Cl)c2)c1=O | -11 | -6 | -3 | -4 | 10 | 1 | 1 | -4 | 4
O=C1c2ccccc2S(=O)(=O)N1Cc1cccc(S(=O)(=O)N2CCOCC2)c1 | 10 | -5 | 5 | -4 | 6 | 8 | 1 | -2 | 7
CCOC(=O)c1sc(=S)n(C)c1C | -9 | -10 | -2 | 2 | -2 | 9 | -1 | -1 | -5
N#CC1=C2SCN(Cc3ccco3)CN2C(=O)CC1c1ccccc1F (stereo not drawn) | -13 | -1 | -2 | -4 | 3 | 4 | 5 | -1 | -6
OCc1ccccc1OCCOc1ccc(Cl)c2cccnc12 | 16 | -3 | 5 | 8 | 7 | 9 | -5 | -4 | 7
CC1CCCC(C(=O)OCc2ccccc2)N1 (stereo not drawn) | 14 | 3 | 1 | 13 | 3 | 2 | -9 | -4 | -3
COc1ccc(OC)c(/C=N/NC(=O)CC2C(=O)NN=C2C)c1 (stereo not drawn) | 12 | -2 | 0 | 5 | 6 | 3 | -2 | -5 | 7
CCCn1c(NC(=O)c2ccc(Br)cc2)nc2ccccc21 | 5 | -2 | -7 | 2 | 12 | 4 | 0 | -4 | 5

The last 2 records of the part before are carried over, then new ones follow:
SMILES | S1P2 antag | PostGolgi yeast | FAK inh | LYP inh 2 | HIV Rev-RRE inh | PostGolgi ctrl | LYP act | S1P2 ag | EphB4 antag
COc1ccc(OC)c(/C=N/NC(=O)CC2C(=O)NN=C2C)c1 (stereo not drawn) | 12 | -2 | 0 | 5 | 6 | 3 | -2 | -5 | 7
CCCn1c(NC(=O)c2ccc(Br)cc2)nc2ccccc21 | 5 | -2 | -7 | 2 | 12 | 4 | 0 | -4 | 5
O=C1CCc2cc(S(=O)(=O)NCCC(=O)NC3CCN(Cc4ccccc4)CC3)ccc2N1 | -10 | -11 | -1 | -2 | 2 | 7 | -1 | -6 | -10
O=C1c2oc3ccccc3c(=O)c2C(c2cccc(O)c2)N1CCCN1CCOCC1 (stereo not drawn) | 3 | 6 | -2 | 5 | 1 | 0 | -6 | -4 | -8
Cc1cccc(NC(=O)NCCc2c[nH]c3ccccc23)c1 | -8 | -17 | 7 | 6 | -1 | 12 | -3 | -15 | -5
Cc1ccc(OC(C)c2nnc(N)s2)cc1Cl (stereo not drawn) | 9 | -4 | 0 | -13 | 2 | 3 | 8 | -4 | -5
CCCNc1nc(C)c(C(C)=O)cc1C#N | -11 | -9 | 0 | -2 | 2 | -1 | 1 | -3 | 5
Cc1nccn1-c1ncnc2sc3c(c12)CCCC3 | 11 | 13 | 10 | -7 | 9 | 0 | 3 | -14 | 2
CC1(C(=O)O)CCC(C(=O)NC2CCCCCC2)C1(C)C (stereo not drawn) | -5 | 5 | -3 | -11 | 5 | 7 | 8 | -5 | -12
CC(C)NS(=O)(=O)c1ccc(NC(=O)CCc2ccccc2)cc1 | -3 | 23 | 0 | 0 | 9 | 2 | 1 | -8 | -2
COc1ccc(N=c2ssnc2Cl)cc1 | -2 | . | 2 | -3 | -3 | . | 10 | -2 | -8
CSc1ccccc1C(=O)NCC1CCCO1 (stereo not drawn) | -10 | 0 | 0 | -1 | 15 | -2 | 2 | -1 | 3
C=CCOc1c(Br)cc(CNn2nnnc2N)cc1OC | -2 | 8 | 7 | -1 | 6 | 10 | -4 | -2 | 6
CCOC(=O)NC(=O)CSc1nc(C)cc(C(F)(F)F)c1C#N | -11 | 4 | 4 | -1 | 42* | 0 | 1 | -5 | -6
CC(C)C(c1nnnn1CCc1ccccc1)N1CCN(C(=O)c2ccco2)CC1 (stereo not drawn) | -5 | 7 | -1 | -16 | -1 | 7 | 14 | -4 | -8
COc1ccc(NC(=O)CN2CCN(c3ccccc3Cl)CC2)cc1 | -17 | . | -2 | -9 | 7 | . | 4 | -2 | -1
CCCOP(=O)(OCCC)c1c([N+](=O)[O-])cc(C(F)(F)F)cc1[N+](=O)[O-] | 9 | 5 | 2 | -7 | 7 | 17 | 9 | -6 | 11
O=C(NC1(C(F)(F)F)NC(=O)N(Cc2ccco2)C1=O)c1cccnc1 (stereo not drawn) | -4 | 1 | 1 | -8 | 9 | 8 | 4 | -1 | 4
CCCNC(=O)CS(=O)(=O)Cc1nc(-c2cccc(OC)c2)oc1C | 12 | -5 | -5 | -3 | -1 | 11 | 2 | -1 | -1
Nn1cnnc1SC1CCCCC1NS(=O)(=O)c1ccccc1 (stereo not drawn) | -15 | -5 | -1 | 3 | 8 | 2 | -4 | -4 | -1
Cn1c(SCC(=O)NC(c2ccccc2)c2ccccc2)nnc1-c1cccs1 | -19 | 12 | 2 | -3 | 4 | 0 | 5 | -4 | -1
O=C(O)C1C2C=CC(C2)C1C(=O)OCc1ccccc1 (stereo not drawn) | -10 | -5 | -2 | -1 | 5 | 6 | -4 | -4 | 7
CC(=O)C1=C(O)C(=O)N(CCc2c[nH]c3ccccc23)C1c1ccco1 (stereo not drawn) | -29 | 5 | 1 | 9 | 8 | 7 | -8 | -4 | -4
COC(=O)COc1ccc(S(=O)(=O)NCc2cccnc2)cc1C | 5 | 2 | -3 | 1 | 2 | 1 | 1 | -3 | -4
Cc1cc(=O)[nH]c(N2CCN(C(c3ccccc3)c3ccccc3)CC2)n1 | -5 | 0 | -6 | 3 | 9 | 6 | 0 | -7 | 4
COc1ccc(-c2nc(CS(=O)CC(=O)NCc3ccco3)c(C)o2)cc1OC (stereo not drawn) | -368 | 1 | 1 | -8 | -2 | -2 | 7 | -4 | -14
Cc1cc(C(F)(F)F)n2ncc(-c3ccccc3)c2n1 | 3 | 0 | 0 | -11 | 2 | -6 | 6 | -2 | -4
CCOC(=O)C1CCN(C(=O)Nc2ccc(OC)c(OC)c2)CC1 | 23 | -12 | -1 | -2 | 6 | 0 | 0 | -2 | 2
CCn1cc(C(=O)N2CCCCC2)c(=O)c2cc(S(=O)(=O)N3CCC(C)CC3)ccc21 | -19 | 0 | -1 | 4 | 5 | 2 | -6 | -2 | 3
CN1CCc2c(sc3c2C(=O)NC(c2ccco2)N3)C1 (stereo not drawn) | 2 | 2 | 13 | 7 | 28 | -6 | -4 | 1 | -6
Cc1ccc(-n2c(=O)[nH]c3c(C(N)=O)nc(-c4ccc(C)o4)nc32)cc1 | 10 | -10 | 1 | -8 | -1 | 11 | 5 | -7 | -5
Cc1c(C#N)c2ccccc2n1CC(=O)NCC1CCCO1 (stereo not drawn) | -7 | 13 | -7 | -10 | 8 | 4 | 7 | -2 | -2
CC(=O)c1c(C)nn(C(=O)c2cccs2)c1C | 13 | -1 | -2 | 0 | 5 | 6 | -3 | -6 | 3
Cc1cc(C(=O)Nc2ccc(S(=O)(=O)Nc3onc(C)c3C)cc2)c(C)o1 | 11 | -4 | -3 | -4 | -4 | 5 | 3 | -1 | 2
COC(=O)c1c(NC(=O)CN2CCN(c3ccccc3)CC2)c2c(C)cccc2n1C | 10 | 5 | 9 | 4 | 1 | 10 | -6 | -5 | 2
Nn1cnnc1N/N=C/c1cc(Br)cc(Br)c1O | -10 | 3 | 7 | 28* | 7 | 11 | -24 | -1 | 9
Cc1cc(C)nc(SCCC(=O)N2CCOCC2)n1 | 5 | 1 | -3 | 3 | 9 | 2 | 0 | -14 | 8
COc1cccc(NC(=O)c2ccncc2)c1 | 9 | -2 | 0 | -5 | 10 | 2 | 3 | -7 | 2
CCOc1cccc(C2C(C#N)=C(N)Oc3cc(C)n(Cc4ccccn4)c(=O)c32)c1OCC (stereo not drawn) | -27 | -4 | 3 | -10 | 4 | 2 | 10 | -4 | 3
COCCNC(=O)c1c[nH]c2cc(OC)c(OC)cc2c1=O | 16 | 4 | 6 | 4 | 6 | 8 | -6 | -8 | -2
Cc1[nH]c2ccccc2c1C(=O)/C=C/c1ccccc1 | 11 | 20 | 3 | 14 | 11 | 6 | -9 | -5 | -1
Cc1cc(OCCOCCN(C)CCO)cc(C)c1Cl | 8 | 4 | 0 | -6 | -4 | 0 | 4 | 1 | -2

One compound at a time, as listed above. Screens in order: S1P2 antag | PostGolgi yeast | FAK inh | LYP inh 2 | HIV Rev-RRE inh | PostGolgi ctrl | LYP act | S1P2 ag | EphB4 antag
CCOc1cccc(C2C(C#N)=C(N)Oc3cc(C)n(Cc4ccccn4)c(=O)c32)c1OCC (stereo not drawn) in the list: -27 | -4 | 3 | -10 | 4 | 2 | 10 | -4 | 3
COCCNC(=O)c1c[nH]c2cc(OC)c(OC)cc2c1=O in the list: 16 | 4 | 6 | 4 | 6 | 8 | -6 | -8 | -2
Cc1ccc(-n2c(=O)[nH]c3c(C(N)=O)nc(-c4ccc(C)o4)nc32)cc1 in the list: 10 | -10 | 1 | -8 | -1 | 11 | 5 | -7 | -5
CCn1cc(C(=O)N2CCCCC2)c(=O)c2cc(S(=O)(=O)N3CCC(C)CC3)ccc21 in the list: -19 | 0 | -1 | 4 | 5 | 2 | -6 | -2 | 3

Other entries:
SMILES | S1P2 antag | PostGolgi yeast | FAK inh | LYP inh 2 | HIV Rev-RRE inh | PostGolgi ctrl | LYP act | S1P2 ag | EphB4 antag
CC(C)(C)C1CCc2c(sc3nc(SCC(N)=O)nc(N)c23)C1 (stereo not drawn) | -8 | . | 6 | -4 | 2 | . | 4 | -6 | 8
CCN(CC)C(=O)Cn1c(=O)n(C)c2ccccc21 | -5 | 9 | 0 | 10 | 9 | -11 | -6 | 1 | 8
CCOc1ccc(-c2nc(=S)[nH][nH]2)cc1 | 41 | 6 | 10 | 2 | 10 | 7 | -4 | -4 | 6
CCCCCc1nc2ccccc2c(=O)n1NC(=O)c1c(O)c2cccc3c2n(c1=O)CCC3 | 1 | . | -1 | 1 | 14 | . | -1 | -5 | 9
COCc1nnc(N)s1 | 21 | 5 | 2 | -4 | 9 | -2 | 3 | -2 | 12
N#Cc1ccccc1NC(=O)CC1CCCCC1 | -10 | 2 | 1 | 2 | 13 | 9 | 0 | -2 | 2
COc1ccccc1C(=O)NCc1ccncc1 | 13 | 0 | -3 | -8 | 11 | 21 | 7 | -6 | 12
C/C(=C\c1ccco1)C1C(C#N)=C(N)OC2=C1C(=O)CC(C)(C)C2 (stereo not drawn) | 13 | 23 | -3 | -5 | 15 | 27 | 0 | -2 | 1
